Bioassay records from PubChem.
APP 5'UTR act: APP 5'UTR luciferase reporter activation; SH-SY5Y APP 5'UTR luciferase reporter, luminescence; zero percent = DMSO vehicle wells; 190,000 compounds, 1% hits; activation, % at 2 µM; AID 1276;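 active = activation above a set limit, based on mean plus 3 SD of controls, cut at about 140% in these data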; note: values of inactives mirror those of a sister screen read the other way
PMI act hi M6P: PMI (human) activation, high substrate | P34949 | coupled PMI enzyme assay, resazurin fluorescence, 20 min; stronger effect = higher value; 1 = untreated enzyme, 0 = substrate-free blank | 190,000 compounds, 0.34% hits | activation factor at 20 µM;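 active = activation factor of 2 or more at 20 µM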
Target sequence (P34949 whole entry, looked up): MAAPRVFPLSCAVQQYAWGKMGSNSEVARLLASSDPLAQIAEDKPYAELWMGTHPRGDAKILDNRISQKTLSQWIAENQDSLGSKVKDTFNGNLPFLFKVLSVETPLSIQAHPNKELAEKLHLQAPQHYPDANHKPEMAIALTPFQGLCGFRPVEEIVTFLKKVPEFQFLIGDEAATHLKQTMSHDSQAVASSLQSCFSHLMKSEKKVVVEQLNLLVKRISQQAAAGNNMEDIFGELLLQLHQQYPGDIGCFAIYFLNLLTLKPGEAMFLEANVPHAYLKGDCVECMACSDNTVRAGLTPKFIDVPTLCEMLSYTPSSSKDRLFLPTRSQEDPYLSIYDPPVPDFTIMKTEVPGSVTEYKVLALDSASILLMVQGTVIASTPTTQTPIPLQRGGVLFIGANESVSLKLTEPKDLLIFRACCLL
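test system = human PMI in coupled enzyme assay | medium = HEPES-buffered pH 7.4 with magnesium and detergent | also added = 1.0 mM mannose-6-phosphate substrate with 0.22 mM NADP+ | compound = 20 µM single dose | times = 20 min incubation at room temperature | measured by = resorufin fluorescence (Ex 544/Em 590 nm) from resazurin via diaphorase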
NF-kB neuron act: compounds increasing NF-kB expression in human neuronal cells | NF-kB reporter expression; stronger effect = higher value | fold change at 12.5 µM | 190,000 compounds, 1.6% hits | AID 1239; in the data active = fold change above about 3.3
PMI act: activators of human phosphomannose isomerase; activation factor at 20 µM; P34949; AID 1214; 190,000 compounds, 0.005% hits; purified human PMI, coupled resazurin fluorescence, 20 min; stronger effect = higher value; 1 = vehicle control, 0 substrate-free wells;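 active = activation factor of 2 or more at 20 µM, relative to plate controls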
bIAP activator: intestinal alkaline phosphatase (bovine) activation; purified bovine IAP, CDP-star luminescence, 30 min; stronger effect = higher value; fold of DMSO-control signal, blank-subtracted; 200,000 compounds, 0.17% hits; activation factor at 20 µM; AID 1016;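 active = activation factor of 2 or more at 20 µM, a signal rise over negative controls twice the positive control's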
FLuc inhib CS: inhibits firefly luciferase, flagging false hits in luciferase inhibition screens | inhibition, % at 10 µM | ATPLite firefly luciferase biochemical luminescence, 10 min | P08659 | 200,000 compounds, 1.5% hits;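 active = inhibition above about 50% when tested at 10 µM, limit read from the data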
FLuc act counter: firefly luciferase counter-screen for stimulation assays | P08659 | ATPlite luciferase biochemical, luminescence, 10 min; 0 = ATP-free wells, 1 = DMSO control | activation factor at 10 µM | 200,000 tested, under 10 active | AID 1027;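 active = luciferase activation factor, scaled between plate controls, of at least 2 with compound at 10 µM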
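Assay system: Luciferase/luciferin reagent mix; Medium: PBS as buffer for the ATP substrate; Dosing: test compounds dosed from 2 mM stocks in 100% DMSO; Times: 10 min, room temperature; Signal: luminescence from luciferase reaction; Read-out: luciferase activation; Controls: No-ATP low control, compound-free enzyme-plus-ATP high control.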
TNAP inh no acc: inhibitors of human TNAP without phosphate acceptor | purified TNAP, CDP-star luminescence, 30 min | 200,000 compounds, 0.26% hits | P05186 | AID 1012 | inhibition, % at 20 µM;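 active = tissue-nonspecific alkaline phosphatase inhibition above about 50% at 20 µM in the single-dose screen, limit read from the data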;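 note: 0% = DMSO negative control and 100% = EDTA positive control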
Target sequence (P05186 whole entry, looked up): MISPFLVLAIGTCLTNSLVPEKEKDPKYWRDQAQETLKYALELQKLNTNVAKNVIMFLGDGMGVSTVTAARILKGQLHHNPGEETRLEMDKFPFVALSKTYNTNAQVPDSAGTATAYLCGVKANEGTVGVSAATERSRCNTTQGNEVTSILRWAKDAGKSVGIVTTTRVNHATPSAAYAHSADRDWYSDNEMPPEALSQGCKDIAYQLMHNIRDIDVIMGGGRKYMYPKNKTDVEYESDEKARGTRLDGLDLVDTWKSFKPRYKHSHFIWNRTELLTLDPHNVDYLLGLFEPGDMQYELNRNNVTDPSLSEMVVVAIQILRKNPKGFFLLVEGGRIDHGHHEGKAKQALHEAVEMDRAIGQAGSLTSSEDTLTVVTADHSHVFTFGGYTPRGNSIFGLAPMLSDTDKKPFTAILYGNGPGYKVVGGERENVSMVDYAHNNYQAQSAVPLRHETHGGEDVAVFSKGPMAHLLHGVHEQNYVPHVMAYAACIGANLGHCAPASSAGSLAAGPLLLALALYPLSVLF
TNAP inh hi DEA: blocks human TNAP under high phosphate acceptor concentration. AID 1135. purified TNAP, CDP-star luminescence, 1 M DEA. 200,000 compounds, 0.03% hits. inhibition, % at 20 µM. P05186;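 active = over 50% inhibition of tissue-nonspecific alkaline phosphatase at 20 µM in the single-dose screen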;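 note: plate controls were DMSO wells for no effect and EDTA-quenched wells as full inhibition for full effect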
TNAP act hi DEA: increases human TNAP activity under high phosphate acceptor concentration | AID 1136 | 200,000 tested, under 10 active | purified TNAP, CDP-star luminescence, 1 M DEA, 30 min; stronger effect = higher value; 0 = EDTA background, 1 = DMSO-only activity | activation factor at 20 µM;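 active = activation factor at least 2 at 20 µM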
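Control set: EDTA negative control, DMSO positive control / Assay system: human TNAP / Quantity: TNAP 1/800 final / Evaluation: TNAP activation factor scaled between EDTA and DMSO control wells / Measured by: luminescent substrate turnover signal / Compound dosing: one dose, 20 µM / Times: 30 min enzyme reaction at room temperature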
Active calls of the source: *; · = not tested or not shown.

SMILES	APP 5'UTR act	PMI act hi M6P	NF-kB neuron act	PMI act	bIAP activator	FLuc inhib CS	FLuc act counter	TNAP inh no acc	TNAP inh hi DEA	TNAP act hi DEA
N/C(=N\OC(=O)CC1CCCCC1)c1ccccc1	27	1	1.4	1.1	0.9	90*	0.1	-10	-8	1.1
CCOC(=O)C1=C(C)NC(SCc2cc(=O)[nH][nH]2)=C(C#N)C1c1cccs1 (stereo not given)	4	0.9	1.2	0.9	1	-8	1.1	-10	-3	1
O=C(CN(Cc1ccco1)S(=O)(=O)c1ccccc1)N/N=C/c1cccc(O)c1	7	0.8	0.85	0.8	0.8	-3	1	-11	-4	1
Cc1cc(C)c2c(N)c(C(=O)NC3CCCC3)sc2n1	22	1.2	1.2	1.3	1.1	11	0.9	-16	-1	1
CC(C)Oc1ccc(C(=O)N(CN2CCCC2=O)c2ccc(F)cc2)cc1	3	1	1.1	1.1	1	-1	1	-11	-2	1
CCN(CC)S(=O)(=O)c1ccc(NC(=O)CC(NC(C)=O)c2ccccc2)cc1 (stereo not given)	-4	1	1	1	1.1	-13	1.1	-7	-9	1.1
COc1cccc(-c2nnc(N(C)C(=O)C3CCOC3)s2)c1 (stereo not given)	33	0.9	1.3	0.9	1.1	7	0.9	-12	-9	1.1
CCOC(=O)c1cccc(NC(=O)CSc2nnc(COc3ccccc3C)o2)c1	10	1	1.2	1	1.1	-1	1	-14	-4	1
COc1ccc(CCNC(=O)CCS(=O)(=O)c2cccc3nsnc23)cc1OC	-3	1.1	0.87	1	1	-7	1.1	-12	-4	1
Oc1ccc(-c2onc3ccc(Cl)cc23)cc1	13	1.3	1.6	1.1	1	2	1	-18	2	1
CC(=C/c1ccc(C(C)C)cc1)/C=N/NC(=O)c1ccncc1	5	0.9	0.99	0.8	0.9	13	0.9	-1	-2	1
CC(=O)Nc1c(C)ccc(S(N)(=O)=O)c1C	-8	1	1.1	1.1	0.9	-7	1.1	-14	-8	1.1
Cc1ccc(C(=O)Nc2ncc3c(n2)CC(c2ccco2)CC3=O)cc1 (stereo not given)	31	0.8	1.2	1.1	0.9	13	0.9	-4	0	1
COC(=O)C1=C(C)N(Cc2ccc(OC)cc2)C(=O)C1	·	1.1	1.1	1	1	-6	1.1	1	-7	1.1
Cc1cn(C(=O)CN2C(=O)c3ccccc3C2=O)c(C)n1	2	0.9	1.3	0.9	0.9	-3	1	-9	0	1
CCOc1ccc(CCNC(=O)COC(=O)c2ccco2)cc1OCC	-4	0.9	1.1	0.9	0.9	-4	1	-16	-8	1.1
CC1=C(C(=O)O)N2C(=O)C(NC(=O)c3ccn(C)n3)C2SC1 (stereo not given)	11	1	1.1	1	1.1	-4	1	-9	-2	1
CCNc1nc(NCC)nc(Oc2ccc(N)cc2)n1	5	1	0.78	0.9	1	0	1	-4	-2	1
O=C(CNC(=O)c1ccccc1)OCC(=O)N1c2ccccc2Sc2ccccc21	-16	1.1	1.1	1	0.9	1	1	-5	1	1
CN(C)/C=C(\C=O)c1ccc(Cl)cc1Cl	6	0.9	1.3	0.9	0.9	-6	1.1	-1	-1	1
CCOC(=O)C1=C(C)OC(N)=C(C#N)C1c1ccc(O)c(OC)c1 (stereo not given)	11	0.9	1.2	0.9	0.7	-4	1	6	3	1
CCN(CC)c1ccc(S(=O)(=O)N2CCOCC2)cc1NC(=O)c1cc(=O)c2ccccc2o1	1	1.1	0.8	1	0.9	-4	1	-12	-4	1
COc1ccc(COCC(O)CN2CCOCC2)cc1OC (stereo not given)	-6	1	1.1	1	1	-5	1	-12	-4	1
C#CCOCCOCCOCCNc1nc(N2CCN(C(=O)[C@H](CCCCN)n3cc(CCCC)nn3)CC2)nc(N2CCN(C(=O)[C@H](Cc3ccc(O)cc3)n3cc(CCO)nn3)CC2)n1	-10	1.5	0.94	1.3	0.6	-4	1	-10	-6	1.1
COc1ccc(/C=C(\NC(=O)c2ccc([N+](=O)[O-])cc2)C(=O)N2CCOCC2)cc1	3	0.9	1.1	1.1	0.9	-2	1	-6	-5	1.1
Additional results follow:
SMILES	APP 5'UTR act	PMI act hi M6P	NF-kB neuron act	PMI act	bIAP activator	FLuc inhib CS	FLuc act counter	TNAP inh no acc	TNAP inh hi DEA	TNAP act hi DEA
CC(Nc1nc(-c2ccccc2)nc2ccccc12)c1ccccc1 (stereo not given)	16	0.9	1.4	1	1	-8	1.1	-10	-2	1
CCOc1ccc(-c2nc(CCl)cs2)cc1OC	24	1.1	1.7	1.3	1.1	13	0.9	-9	0	1
Cc1ccc(C(C(=O)NC(C)(C)C)N(Cc2ccc3c(c2)OCO3)C(=O)c2ccc(CN3CCOCC3)o2)o1 (stereo not given)	15	1	1.2	1	1.1	-5	1.1	-11	-6	1.1
Cc1ccc(NC(=O)/C=C/c2ccco2)nc1	-89	1	0.89	0.9	0.9	62*	0.4	-4	4	1
O=C(CC(c1ccccc1)C1CCCCC1=O)c1ccco1 (stereo not given)	3	0.9	1.2	0.9	1	-7	1.1	-6	-2	1
COc1ccc(-c2c(C)[nH]n3c(=O)c(Cc4ccccc4)c(C)nc23)cc1	-21	1	0.74	0.9	0.7	-1	1	-12	2	1
Cc1ccc(-c2cc3nc(-c4ccccc4)cc(N)n3n2)cc1	30	1	1.5	0.9	1.1	13	0.9	-40	-6	1.1
N#Cc1cccc(NC(=O)c2nc(-c3ccccc3)n(-c3ccccc3)n2)c1	-6	0.9	0.78	0.9	0.9	-6	1.1	-12	-7	1.1
CC(C)CNC(=S)NNC(=O)c1ccc2c(c1)OCO2	0	1.1	1.2	1.1	1.2	-2	1	-198	-8	1.1
Clc1nc2ccccc2cc1-c1nnn(-c2ccccc2)n1	112	1	5*	1	1	20	0.8	-7	-1	1
COc1ccc(C(=O)N2CCN=C2SCc2cccnc2)c(OC)c1	-1	1.1	1.1	1.1	1	-9	1.1	-18	-3	1
COc1cccc(NC(=O)CN(C)CC(=O)Nc2ccc(C)cc2Cl)c1	-2	1	1	1.1	1.5	-2	1	-5	-6	1.1
COc1ccc(CCN=C(N)NS(=O)(=O)c2cccs2)cc1	-2	1	1.2	1	1.1	-2	1	-18	-7	1.1
CCOC(=O)N1CCC(Nc2ncnc3c2cnn3-c2ccc(C)cc2C)CC1	-18	0.9	0.73	0.9	1	-7	1.1	-13	-2	1
Cc1cc2c(c(=O)n1CCc1ccccc1)C(C(C)C)C(C#N)=C(N)O2 (stereo not given)	-5	0.9	0.97	0.9	0.9	-1	1	1	-2	1
Cc1oc(-c2ccccc2F)nc1CS(=O)(=O)CC(=O)N1CCOCC1	14	0.9	1.1	0.9	0.9	-5	1	-15	-2	1
COc1ccc(C(=O)O/N=C(\C)c2nccs2)cc1	20	1.1	1.2	1.1	1	92*	0.1	-11	-5	1.1
Brc1ccc(-c2nnc3c4ccccc4nc(N4CCOCC4)n23)cc1	8	1	1.6	1	0.9	-7	1.1	-23	-8	1.1
COc1ccc(NC(=O)CSc2cccc3cccnc23)c(OC)c1	6	1.1	0.91	1	0.8	-6	1.1	-22	0	1
Cn1c(=O)n(Cc2ccccc2)c(=O)c2c1nc1n2CCS1	-6	1.1	0.97	1.1	1	-11	1.1	-6	-8	1.1
CC(=O)N(c1ccccc1)C1CCCC1	8	1	1	1.1	1.1	-8	1.1	-4	-5	1.1
Cc1ccc(CNc2ncnc3c2cnn3-c2ccccc2)cc1	1	1.1	1.2	1	0.9	0	1	-7	-4	1
COc1ccc(/C=c2\s/c(=C/C(=O)c3ccc(C)cc3)[nH]c2=O)c(OC)c1	-4	1.1	0.99	1	1	-1	1	20	31	0.7
CC(C)OC(=O)CC1C(=O)NCCN1C(=S)NC(=O)CCc1ccccc1 (stereo not given)	4	1	1	1	0.9	-10	1.1	2	-5	1.1
CCOC(=O)c1c(N)sc2c(O)c(Br)ccc12	13	0.7	1.2	0.9	1	-5	1.1	12	-6	1.1

A different layout for seven compounds above.
Results follow in this order: APP 5'UTR act | PMI act hi M6P | NF-kB neuron act | PMI act | bIAP activator | FLuc inhib CS | FLuc act counter | TNAP inh no acc | TNAP inh hi DEA | TNAP act hi DEA
- CC(=O)N(c1ccccc1)C1CCCC1
  8 | 1 | 1 | 1.1 | 1.1 | -8 | 1.1 | -4 | -5 | 1.1
- Cc1ccc(NC(=O)/C=C/c2ccco2)nc1
  -89 | 1 | 0.89 | 0.9 | 0.9 | 62* | 0.4 | -4 | 4 | 1
- COc1ccc(/C=c2\s/c(=C/C(=O)c3ccc(C)cc3)[nH]c2=O)c(OC)c1
  -4 | 1.1 | 0.99 | 1 | 1 | -1 | 1 | 20 | 31 | 0.7
- Brc1ccc(-c2nnc3c4ccccc4nc(N4CCOCC4)n23)cc1
  8 | 1 | 1.6 | 1 | 0.9 | -7 | 1.1 | -23 | -8 | 1.1
- CCOC(=O)c1c(N)sc2c(O)c(Br)ccc12
  13 | 0.7 | 1.2 | 0.9 | 1 | -5 | 1.1 | 12 | -6 | 1.1
- COc1ccc(NC(=O)CSc2cccc3cccnc23)c(OC)c1
  6 | 1.1 | 0.91 | 1 | 0.8 | -6 | 1.1 | -22 | 0 | 1
- COc1ccc(C(=O)O/N=C(\C)c2nccs2)cc1
  20 | 1.1 | 1.2 | 1.1 | 1 | 92* | 0.1 | -11 | -5 | 1.1

Continued.
SMILES	APP 5'UTR act	PMI act hi M6P	NF-kB neuron act	PMI act	bIAP activator	FLuc inhib CS	FLuc act counter	TNAP inh no acc	TNAP inh hi DEA	TNAP act hi DEA
CC(=O)Nc1ccccc1C(=O)C(=O)Nc1cccc(C(=O)NC2CC2)c1	13	1.1	1.1	0.9	1	-4	1	-13	-4	1
O=C(Oc1cccc2cccnc12)c1ccco1	6	0.6	1.2	0.8	0.9	-2	1	-8	-2	1
C=CCn1c(SCCOc2ccc(OC)cc2)nnc1C(C)NC(=O)Cc1ccc(OC)cc1 (stereo not given)	1	1.1	1.6	1.1	1.3	4	1	-17	-4	1
COC(=O)c1cccc(C(=O)N2CCC(CO)(Cc3ccccc3Cl)CC2)c1	-15	1	0.82	0.9	1	-8	1.1	3	-3	1
COCCCNC(=O)CN1C(=O)CSc2ncccc21	15	0.9	1	0.9	0.8	-6	1.1	-21	0	1
CC(C)=C1C2CC2C2C(C(=O)O)C12 (stereo not given)	31	1	0.99	1	0.9	-6	1.1	-5	-1	1
CSc1nc(NC(C)=O)nc(C)c1Br	11	1.1	1.3	1.1	0.9	-8	1.1	-6	-5	1
CCCc1nc(SC2CCCC2)c2c(=O)n(C)c(=O)n(C)c2n1	13	0.9	1.2	0.9	0.9	-5	1.1	-10	-4	1
Cc1ccc(OCCCC(=O)NC(C)c2ccccc2)c(C)c1 (stereo not given)	0	1	0.97	1	1	-1	1	-14	-4	1
CCOC(=O)C(C)c1n[nH]c(=O)c2ccccc12 (stereo not given)	-8	0.8	1.1	0.9	0.9	-3	1	-11	-3	1
O=c1[nH]c(SCc2ccccc2)nc2c1cnn2-c1ccc(F)cc1	18	1.1	1.2	1	0.7	1	1	1	-1	1
O=C(CCN1CCOCC1)N/N=C/c1cc([N+](=O)[O-])ccc1OC(F)F	7	0.9	1	1	1	-5	1	-16	-1	1
O=C(CN1CCCC1)Nc1ccc([N+](=O)[O-])cc1Cl	6	1	1.4	1.1	1.1	-8	1.1	-5	-2	1

Not a hit list; any-hit rate near 3.6%.
